# aSyn 5UTR inh = MLPCN primary screen, SNCA 5' untranslated region; inhibition, % (tested at 7.5 µM); AID 1813; alpha-synuclein 5'UTR reporter, inhibitor activity; 0.82% of 300,000 active; in the data active = inhibition above about 60%; inconclusive = no clear call, values can overlap the other calls;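 note: H4 neuroglioblastoma cells stably carrying SNCA 5'UTR luciferase fusion; 0% = DMSO wells and 100% = positive control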
# Platelet DG rel = modulates dense granule release in human platelets | human platelet-rich plasma, SFLLRN dense granule ATP release, luminescence | 0.22% of 300,000 active | inhibition, %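 (compounds screened at 7.5 µM in platelet-rich plasma)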;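 active = mean replicate score, as percent of positive control, at or above 50; inconclusive = mean below 50 but at least one replicate at or above 50; inactive = mean and every replicate below 50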
# GSK3 alpha inh = human GSK-3 alpha kinase inhibition; P49840; inhibition, % at 10 µM; ADP-Glo luminescence, 60 min; 0.1% of 320,000 active;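 in the data active = inhibition above about 50%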;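 note: GST-tagged GSK-3 alpha with peptide substrate and 25 µM ATP; 0% = DMSO neutral wells and 100% = GW8510 positive control wells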
# Target sequence (P49840 whole entry, looked up): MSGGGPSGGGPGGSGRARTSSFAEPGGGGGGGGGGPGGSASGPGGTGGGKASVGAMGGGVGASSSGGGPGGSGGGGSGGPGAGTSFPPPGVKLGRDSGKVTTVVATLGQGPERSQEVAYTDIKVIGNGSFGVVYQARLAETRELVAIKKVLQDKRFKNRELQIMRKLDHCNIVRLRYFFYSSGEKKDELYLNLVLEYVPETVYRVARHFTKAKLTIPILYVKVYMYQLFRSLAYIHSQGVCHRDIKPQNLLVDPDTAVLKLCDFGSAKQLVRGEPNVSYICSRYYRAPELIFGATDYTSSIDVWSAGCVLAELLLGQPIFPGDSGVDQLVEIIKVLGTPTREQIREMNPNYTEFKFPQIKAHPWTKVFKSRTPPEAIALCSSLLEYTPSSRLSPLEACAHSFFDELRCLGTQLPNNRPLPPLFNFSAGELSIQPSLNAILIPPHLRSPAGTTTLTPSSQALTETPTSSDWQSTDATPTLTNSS
# KLF5 inhibitor = kruppel-like factor 5 inhibition | DLD-1 KLF5 promoter-luciferase reporter, luminescence | AID 1700 | 0.23% of 290,000 active | inhibition, % at 5 µM;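 active = inhibition above a per-plate limit of that plate's mean compound inhibition plus 3 SD, cut at about 60% in these data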;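 note: 0% = DMSO wells and 100% = LY294002 at 200 µM; higher means less KLF5 promoter-driven luciferase light; inactives centre near -14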
# HSF1 inh = HSF1 inhibition; 0.77% of 300,000 active; NIH3T3-HGL HSE-luciferase, MG132-induced, luminescence 8 h; hits give low values; activity change, negative = inhibition, % at 7.5 µM (by protocol);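 active = more than half of replicate wells show activity change below -50%, luminescence cut by over half; inconclusive = some wells, but at most half, below -50%; inactive = no replicate well below -50%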;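 note: luciferase reports HSF-1 transcriptional activity via heat shock element; 0% = median of DMSO wells and -100% = zero luminescence signal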
# IEC-6 cytotox = IEC-6 cytotoxicity, counter-screen for KLF5 inhibitors; AID 1825; inhibition, % at 5 µM; luminescence viability; 0.78% of 290,000 active; in the data active = inhibition above about 22%;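 note: 0% = plate median of test compound wells and 100% = cytotoxic reference compound wells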
# Dyrk1A ADPGlo = blocks rat Dyrk1A kinase activity; Q63470; ADP-Glo luminescence, NFATc1 peptide; inhibition, % at 12.5 µM; 0.43% of 310,000 active; in the data active = inhibition above about 50%;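 note: plate controls were vehicle with enzyme for no effect and no enzyme for full effect; many of its hits are not listed in these tables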
# HSF-1 act = increases HSF-1 driven luciferase reporter signal; NIH3T3-HGL HSF-1 luciferase reporter, MG132, 8 h; 100% = twice DMSO control signal; activation, % at 9 µM; 1.7% of 300,000 active; AID 504408;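 active = mean replicate activation of at least 50% with a set share of replicates each reaching 50%; inconclusive = only one of those two conditions met; inactive = mean below 50% and too few replicates reaching it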;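 note: 0% = median of the neutral control wells and 100% = twice that signal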
# HSP90 refold inh = HSP90 refolding inhibition in rabbit reticulocyte lysate; luciferase refolding luminescence, 3 h; inhibition, % at 5.6 µM; 0.91% of 290,000 active;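 active = inhibition above the screen-wide mean plus 3 SD, computed separately per campaign, cut at about 16% in these data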;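 note: 0% = DMSO wells and 100% = 60 µM geldanamycin wells; inhibitors lower the luminescence because luciferase stays unfolded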
# GSK3B inh = human GSK3beta kinase inhibition; P49841; GST-GSK3beta kinase, ADP-Glo luminescence, 60 min; hits give low values; activity score (negative = inhibition), % at 10 µM; 0.038% of 300,000 active; AID 2097;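 active = more than half of replicate wells score below -50%, meaning over 50% inhibition versus plate controls; inconclusive = some replicates but at most half score below -50%; inactive = no replicate scores below -50%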;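 note: 0% = median DMSO wells and -100% = median GW8510 positive control wells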
# Target sequence (P49841 whole entry, looked up): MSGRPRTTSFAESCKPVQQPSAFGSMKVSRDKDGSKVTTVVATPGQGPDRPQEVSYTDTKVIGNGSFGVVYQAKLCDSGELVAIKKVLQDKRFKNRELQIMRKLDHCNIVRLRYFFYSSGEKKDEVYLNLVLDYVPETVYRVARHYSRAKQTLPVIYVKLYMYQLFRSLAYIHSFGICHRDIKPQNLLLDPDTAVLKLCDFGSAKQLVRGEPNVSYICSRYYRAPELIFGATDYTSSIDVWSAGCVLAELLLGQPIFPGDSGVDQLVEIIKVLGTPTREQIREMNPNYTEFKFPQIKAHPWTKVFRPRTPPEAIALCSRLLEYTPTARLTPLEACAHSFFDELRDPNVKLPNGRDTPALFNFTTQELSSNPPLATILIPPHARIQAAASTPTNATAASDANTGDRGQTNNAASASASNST
#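 test system = GST-tagged human GSK3beta kinase, cell-free | reagent = 25 µM ATP with peptide substrate | dosing = one dose of 10 µM per compound | schedule = 60 min reaction, RT | detection = luminescent ADP-Glo measurement of ADP formed | control set = DMSO neutral wells and GW8510 at 20 µM as positive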
# * marks the source's active call; other numbers are inactive results; ? = inconclusive; / = not tested or not shown. These rows are one share of the data, so the mix of outcomes need not match the whole.
SMILES,aSyn 5UTR inh,Platelet DG rel,GSK3 alpha inh,KLF5 inhibitor,HSF1 inh,IEC-6 cytotox,Dyrk1A ADPGlo,HSF-1 act,HSP90 refold inh,GSK3B inh
O=C(NCC(c1cccs1)N1CCOCC1)c1ccccc1NS(=O)(=O)c1cc([N+](=O)[O-])ccc1Cl (centres undefined),1.8,-2.4,-1.9,0.2,2.2,7.5,-1.9,11.4,2.5,0.7
Cc1nc2ccccc2c(=O)n1/N=C/c1ccccc1F,-101.5,-2.0,0.5,-108.2,13.3,-0.5,2.6,15.0,14.0,-2.0
COc1ccc(NC(=S)N2CCC(Cc3ccccc3)CC2)cc1OC,10.8,-4.2,-0.6,0.1,0.2,-1.9,-5.6,-2.8,-2.7,-4.8
O=C(Oc1ccc2c(-c3ccccc3)cc(=O)oc2c1)c1cccs1,-15.6,-5.1,-0.4,-9.9,-4.9,-1.2,1.5,-4.8,0.2,-0.2
COc1ccccc1NS(=O)(=O)c1cc(NC(=O)c2cc3ccccc3oc2=O)ccc1C,-61.3,7.8,0.5,-35.6,5.7,-1.1,0.2,2.6,-2.2,1.4
O=C(c1cccs1)N1CCCC(c2nc3c(nnn3Cc3ccc(F)cc3)c(=O)[nH]2)C1 (centres undefined),28.2,-7.1,-2.0,-6.0,3.2,-3.3,-1.7,22.0,-0.9,-0.2
CCOC(=O)Cn1c(S(=O)(=O)Cc2ccc(F)cc2)nc(-c2ccccc2)c1-c1ccccc1,35.3,-10.8,-5.3,-19.7,40.0,-4.4,-2.5,88.9*,4.0,-0.1
COC(=O)c1ccc(NC(=O)COc2cccc(-n3cnnn3)c2)cc1,11.1,-3.3,0.9,-19.2,1.7,-5.8,3.6,-8.6,-6.8,0.1
CCN1C(=O)CC(c2ccco2)Sc2ccccc21 (centres undefined),27.1,1.3,-7.0,-3.9,12.3,2.2,-3.2,7.8,-0.3,-9.0
O=C(Cc1coc(-c2ccc(F)cc2)n1)NC1CCCCC1,6.0,2.0,-1.8,-12.9,-3.8,-2.7,1.4,7.3,0.0,4.5
COc1ccccc1OCCn1cc(C(=O)O)c2ccccc21,10.6,6.1,-1.8,-16.4,-0.5,3.9,0.8,18.7,1.3,-0.4
CCNC(=S)N(Cc1cc2cc(C)ccc2[nH]c1=O)C1CCCC1,-10.9,12.8,-0.8,-25.2,1.8,-2.4,-2.6,39.4,-1.3,0.6
CCCCc1c(C)[nH]c(C(=O)OCC)c1C,3.1,1.9,-3.0,-16.3,-3.1,1.7,/,1.3,2.1,-2.2
O=C(CCCc1nc2ccccc2s1)NC1CCOC1=O (centres undefined),-3.9,5.2,-2.7,-27.3,6.3,2.6,-3.1,-5.5,3.6,0.3
CN1C(=O)c2ccccc2N(C)C1c1ccc(F)cc1 (centres undefined),14.2,-5.2,-1.3,-27.4,2.1,2.0,-2.7,21.6,2.1,-0.4
CN(CCC#N)C(=S)NC(=O)c1ccc(S(=O)(=O)N2CCOCC2)cc1,22.5,9.4,-8.4,-0.5,-2.4,5.9,/,4.5,5.7,-3.5
CCCCSc1nnc([C@@H](NC(=O)OC(C)(C)C)C(C)C)o1,-4.2,-0.4,-0.5,10.2,4.8,11.5,-5.2,-5.3,-2.6,1.6
Fc1ccc(/C=N/Nc2nc(-c3cccnc3)nc3ccccc23)cc1,-70.9,29.3,-2.6,-36.7,-5.0,0.9,-2.5,-2.6,5.6,2.9
CCC(C)Sc1nnc(-c2c[nH]c3ccccc23)n1CCOC (centres undefined),5.8,7.2,-4.2,-7.1,-2.2,3.0,2.1,-8.1,0.4,1.2
CC(=O)Nc1cccc(NC(=O)CSc2nccn2Cc2ccco2)c1,-5.6,-14.9,-1.3,-14.7,-4.6,3.9,-2.1,-2.8,0.6,0.5
COc1ccccc1NC(=O)Nc1nnc(CC(=O)Nc2cccc(C)c2)s1,0.9,-13.3,-2.5,6.9,-9.7,5.5,-3.7,-5.6,4.5,-0.8
COc1ccccc1-c1ccc(SCc2cccc(F)c2)nn1,-55.1,-1.3,-1.7,-21.4,4.9,4.0,/,13.2,-0.3,-1.6
COc1ccc(N/C=C(\[N+](=O)[O-])S(=O)(=O)c2ccccc2)cc1,-12.1,0.9,-2.5,-6.8,9.3,-5.6,4.5,39.0,-0.6,1.3
COc1ccc2[nH]c(C(=O)O)c(NC(=O)c3cc(OC)c(OC)c(OC)c3)c2c1,2.3,4.0,4.3,-8.4,-1.5,-2.9,47.1,-4.8,0.4,-0.1
CCCc1nc(-c2ccccc2O)n(-c2ccccc2)n1,-1.0,-4.3,-0.2,1.6,-81.9*,4.1,10.7,-85.4,3.8,-2.6
COc1ccc(C)c(NC(=O)C2CC(=O)NC3=C2C(=O)CCC3)c1 (centres undefined),33.5,-0.1,-3.9,-31.4,0.2,1.6,-10.7,0.9,2.2,-8.9
CCCCc1cc(=O)oc2cc(OCC(=O)Nc3cccnc3)c(Cl)cc12,-28.5,2.3,/,-11.1,-2.0,5.2,-4.5,14.0,-0.3,-2.1
COc1cccc2cc(C(=O)NC(C)c3ccccc3)c(=O)oc12 (centres undefined),-36.1,-3.1,1.7,-31.3,-2.8,4.8,0.1,10.8,-1.4,1.5
Cc1ccc(C(=O)NCC(=O)NC23CC4CC(CC(C4)C2)C3)cc1,-76.3,-8.6,-1.9,-56.5,8.3,6.7,-5.2,25.4,2.1,10.0
CC1CC(C)(C)N(C(=O)CN2C(=O)CCC2=O)c2ccccc21 (centres undefined),-6.8,0.4,-1.3,4.1,-3.9,0.3,4.4,-24.1,-0.4,1.2
Cc1ccc(/C=N/NC(=O)CSc2nc3nc(C)cc(C)n3n2)cc1,-4.3,3.8,0.0,1.4,-0.1,2.9,-13.7,-0.2,0.1,-0.9
COCCNc1c(-c2ccc(OC)cc2)nc2ccc(Cl)cn12,-116.6,-3.6,3.0,-56.9,17.7,1.6,0.7,49.2,-3.2,-0.7
Cc1ccc(S(=O)(=O)NCC(=O)N2CCN(c3ccccc3F)CC2)cc1,-0.8,-1.5,-1.7,-25.2,4.8,-0.2,-8.1,-4.1,3.5,2.3
O=C(CCC(=O)c1ccc(Br)cc1)Nc1cccc(C(F)(F)F)c1,11.4,-75.8,-0.7,-18.0,-16.7,1.9,-1.9,-12.2,-3.1,-0.3
Cc1c(CCOC(=O)c2cc([N+](=O)[O-])ccc2Cl)sc[n+]1CCCCS(=O)(=O)[O-],-12.8,2.2,1.8,-2.6,-5.9,-1.6,0.2,1.9,1.1,-0.1
CC(=O)c1sc(NC(=O)c2ccc(Cn3cc(Br)cn3)o2)nc1C,5.0,2.9,0.7,-31.8,-13.6,-1.2,5.4,-5.4,6.8,-0.7
Cc1cc(C)cc(C(=O)N2CCC3(CC2)NCCc2[nH]cnc23)c1,4.1,0.1,0.2,0.1,9.1,-4.2,-0.2,27.2,0.5,1.6
Cc1cc(NCCCn2ccnc2)n2ncc(-c3ccc(Cl)cc3)c2n1,?,4.9,11.9,-116.5,-45.5,33.3*,56.5*,-51.9,10.1,-8.5
Cc1ccc(C(=O)NNC(=O)c2cc3ccccc3cc2O)cc1,-18.2,-12.9,-1.3,-21.6,27.9,2.3,/,31.8,-2.1,1.1
O=C(COc1coc(CN2CCc3ccccc3C2)cc1=O)Nc1ccc(Cl)cc1,7.6,-2.2,-1.2,/,2.9,/,-4.7,10.0,/,6.4
Cc1ccc(CN2CCCN(Cc3c(F)cccc3Cl)S2(=O)=O)cc1,6.5,1.3,-1.2,-60.0,0.4,1.5,0.8,21.7,0.5,2.8
CCOC(=O)C1CCN(C(=O)c2cc(S(=O)(=O)N(C)C)ccc2N2CCCC2)CC1,0.4,-13.4,3.8,-12.7,-0.5,4.9,-3.0,-6.7,3.1,1.5
Cc1cc(=O)n(-c2ccccc2Cl)[nH]1,14.8,10.8,-3.0,-9.2,-1.5,-1.7,/,-4.2,0.5,0.2
O=C(NCCc1c[nH]c2ccc(Cl)cc12)c1cccnc1,-2.2,-2.5,-5.1,-4.8,-1.5,4.0,3.3,0.4,-4.9,1.2
COc1ccc(C(C)=O)cc1CSc1nnc(-c2ccncc2)o1,-24.9,-1.4,15.9,-21.4,2.5,0.9,17.1,-2.3,-0.9,-0.8
COc1ccc(/C=C/c2c([N+](=O)[O-])c(=O)n(C)c(=O)n2C)c(OC)c1,-7.5,-0.4,0.4,1.3,22.5,-2.9,1.5,29.4,-4.2,1.1
CCN(CC)S(=O)(=O)c1ccc(N(C)Cc2ccc(C(F)(F)F)cc2)nc1,14.2,-7.3,-2.7,-15.3,-15.8,4.0,2.2,-34.3,-0.3,0.4
N#Cc1ccsc1NC(=O)c1ccccn1,-31.5,-7.9,0.8,-30.9,10.0,-0.5,11.2,16.4,-2.2,-0.3
COc1ccc(-c2cnc(NCc3cc4c(cc3[N+](=O)[O-])OCO4)n2C)cc1,6.8,-0.5,0.6,-34.7,-3.7,-4.5,-0.7,-6.9,-1.1,-6.5
O=C(c1ccccc1C(=O)N1CCN(c2ccccc2)CC1)N1CCN(c2ccccc2)CC1,-15.3,3.1,-1.5,-1.3,-3.0,-2.7,-6.4,25.4,7.9,1.8
OCc1nc2ccccc2n1CCCOc1ccc(Br)cc1,-104.3,-5.0,0.7,-30.3,11.7,-1.9,-1.2,40.4,-0.3,-1.4
CC1(C)C(=O)OC(c2ccccc2)C(C)(C)C1=O (centres undefined),1.1,-8.4,-3.3,3.9,0.2,-7.7,-4.6,-10.0,-3.1,1.3
O=[N+]([O-])c1cccc(-c2nnc(-c3ccccc3F)o2)c1,-161.5,-4.2,-0.8,-128.6,4.7,-0.2,-4.0,13.0,-2.1,-3.0
c1csc(CNc2ccc3c(c2)OCCO3)c1,/,/,0.8,-30.3,/,6.9,-1.8,/,31.1*,/
COC(=O)c1ccc(Cn2nc(C)c(Cl)c2C)o1,5.7,-8.7,6.1,-10.3,-11.2,4.7,-3.1,8.0,0.0,-1.6
CNC[C@H](CC1CCCCC1)NC[C@H](Cc1ccccc1)NCCC12CC3CC(CC(C3)C1)C2,125.4*,1.7,12.9,-8.2,0.6,-5.8,9.4,5.1,3.6,-5.0
Cc1c(N2C(=O)CSC2=S)c(=O)n(-c2ccccc2)n1C,16.6,4.7,-2.6,-25.7,/,-5.4,-3.5,/,4.1,-3.5
COc1cc(OC)cc(-c2nnc(NC(=O)CCS(=O)(=O)c3ccc(F)cc3)o2)c1,3.5,1.4,-0.9,/,0.5,/,6.9,-2.2,/,1.2

# Entries listed above printed as active in HSF-1 act:
Molecule	aSyn 5UTR inh	Platelet DG rel	GSK3 alpha inh	KLF5 inhibitor	HSF1 inh	Dyrk1A ADPGlo	HSF-1 act	HSP90 refold inh	GSK3B inh
CCOC(=O)Cn1c(S(=O)(=O)Cc2ccc(F)cc2)nc(-c2ccccc2)c1-c1ccccc1	35.3	-10.8	-5.3	-19.7	40.0	-2.5	88.9*	4.0	-0.1
